HKDC1 inhibitor = inhibitors of human hexokinase HKDC1; Q2TB90; recombinant HKDC1, G6PDH/diaphorase resazurin coupled fluorescence; inhibition, % at 20 µM; 0.16% of 340,000 active; AID 493160;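 active = inhibition above about 35% when tested at 20 µM, limit read from the data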;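 note: plate controls were DMSO wells with enzyme for no effect and DMSO wells lacking enzyme for full effect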
Target sequence (Q2TB90 whole entry, looked up): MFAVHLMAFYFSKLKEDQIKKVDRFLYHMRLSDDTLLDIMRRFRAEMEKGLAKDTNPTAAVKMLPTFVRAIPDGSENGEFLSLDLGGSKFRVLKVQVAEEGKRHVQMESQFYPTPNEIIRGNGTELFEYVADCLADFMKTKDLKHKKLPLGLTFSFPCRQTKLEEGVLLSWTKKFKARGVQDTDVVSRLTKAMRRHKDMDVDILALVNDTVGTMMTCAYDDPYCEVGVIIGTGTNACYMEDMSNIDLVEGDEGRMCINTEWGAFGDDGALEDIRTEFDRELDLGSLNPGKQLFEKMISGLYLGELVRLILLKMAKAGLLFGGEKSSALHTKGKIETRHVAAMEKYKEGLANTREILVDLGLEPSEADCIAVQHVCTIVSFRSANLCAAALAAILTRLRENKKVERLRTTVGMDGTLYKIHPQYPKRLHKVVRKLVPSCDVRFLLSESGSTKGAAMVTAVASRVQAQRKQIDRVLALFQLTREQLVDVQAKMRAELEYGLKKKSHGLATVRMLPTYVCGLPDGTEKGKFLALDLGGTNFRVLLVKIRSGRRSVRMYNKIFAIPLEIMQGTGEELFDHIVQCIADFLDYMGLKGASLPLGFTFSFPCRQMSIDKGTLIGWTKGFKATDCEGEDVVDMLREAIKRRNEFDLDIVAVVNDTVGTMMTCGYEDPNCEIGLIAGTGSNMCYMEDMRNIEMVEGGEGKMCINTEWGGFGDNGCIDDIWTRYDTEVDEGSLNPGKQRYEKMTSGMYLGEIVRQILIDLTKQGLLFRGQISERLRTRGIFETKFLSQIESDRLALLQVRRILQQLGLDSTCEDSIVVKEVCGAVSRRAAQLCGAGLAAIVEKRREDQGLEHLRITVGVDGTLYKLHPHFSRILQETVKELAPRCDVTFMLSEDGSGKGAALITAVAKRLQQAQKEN
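test system = in-house recombinant HK5 (HKDC1) enzyme | amount = HKDC1 at 5 µg/mL | control set = DMSO-enzyme wells negative, buffer-substituted wells positive | compound = one dose of 20 µM, 1% DMSO | schedule = reaction time 90 min, room temperature, protected from light | technique = resorufin fluorescence at 613 nm | reagent = glucose with 1 mM ATP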
Apaf-1 inh = inhibitors of human Apaf-1 apoptosome; O14727; reconstituted apoptosome caspase-3 activity, DEVD-Rh110 fluorescence; inhibition, % at 20 µM; 0.71% of 330,000 active; active = inhibition of at least 40% at 20 µM;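 note: plate controls were DMSO wells for no effect and DEVD-CHO caspase inhibitor wells for full effect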
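detection = Rh110 fluorescence intensity | test system = biochemical Apaf-1 apoptosome reconstitution | also added = cytochrome c and DEVD-Rh110 substrate | schedule = 30 min plus 50 min, RT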
Gli-Sufu antag = Gli-Sufu pathway antagonism; Sufu-KO-LIGHT fibroblasts, Gli luciferase reporter luminescence; inhibition, % at 5 µM; 0.74% of 340,000 active; AID 588413;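 active = inhibition above about 55%, limit read from the data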;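 note: 0% = DMSO-treated cells and 100% = wells with medium but no cells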
SENP8 block = inhibitors of human SENP8 protease; purified SENP8, Z-RLRGG-aminoluciferin cleavage, luminescence; AID 2540; 1.2% of 330,000 active; Q96LD8; inhibition, % at 10 µM
697 NFkB inh = lowers PMA/ionomycin-induced NF-kB signal in 697 B cells; 697 B-cell NF-kB luciferase reporter, 16 h; inhibition, % at 4 µM; 0.33% of 330,000 active; AID 435022; in the data active = inhibition above about 35%
UBC13 polyUb = inhibitors of human UBC13 polyubiquitin chain formation | P61088 | TR-FRET | AID 485273 | 0.47% of 330,000 active | inhibition, % at 20 µM; in the data active = inhibition above about 45%, passing the limit was not always enough
Target sequence (P61088 whole entry, looked up): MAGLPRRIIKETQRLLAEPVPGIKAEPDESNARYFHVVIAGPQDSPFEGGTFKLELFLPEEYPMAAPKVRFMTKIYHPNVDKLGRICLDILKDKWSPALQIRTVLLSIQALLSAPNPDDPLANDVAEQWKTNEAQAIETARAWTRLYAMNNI
SENP7 block = blocks the human protease SENP7; 1.5% of 330,000 active; Q9BQF6; inhibition, % at 5 µM; recombinant SENP7, Z-RLRGG-aminoluciferin luminescence, 40 min;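 active = inhibition above about 50% at the single test dose, limit read from the data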;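 note: plate controls were DMSO with enzyme for no effect and no enzyme buffer wells for full effect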
Jurkat NFkB inh = inhibitors of the PMA/ionomycin-induced NF-kB reporter in Jurkat cells | PMA/ionomycin-induced NF-kB luciferase reporter, luminescence | inhibition, % at 4 µM | 0.53% of 330,000 active
The depositor's hits bear a star; . = not tested or not shown. Cut-off read from the data, not from the text of the source, unless noted: active = inhibition above about 50%; inactive = the rest.

(1) NS(=O)(=O)c1ccc(CNC(=O)c2ccc(S(=O)(=O)NCc3ccco3)cc2)cc1
(2) CCCn1c(N)c(C(=O)CSc2n[nH]c(-c3ccccc3F)n2)c(=O)n(C)c1=O
(3) OCCc1ccccc1
(4) CCN(CC(=O)NCc1ccc(Cl)cc1)C(=O)CCOc1ccc(C)cc1
(5) O=C(NNC(=O)c1c(F)cccc1F)c1sccc1-n1cccc1
(6) CCC(=O)N1CCc2cc(S(=O)(=O)NCCC(=O)N3CCc4ccccc4C3)ccc21

entry no.,1,2,3,4,5,6
HKDC1 inhibitor,0,1,2,-5,-3,-6
Apaf-1 inh,-11,-2,-15,10,0,10
Gli-Sufu antag,14,-2,0,4,-3,32
SENP8 block,0,4,13,-5,3,8
697 NFkB inh,13,-12,15,-8,15,-2
UBC13 polyUb,7,5,1,-4,0,-2
SENP7 block,0,14,-2,-16,1,1
Jurkat NFkB inh,-2,5,2,-5,9,4

(7) COc1ccc(Nc2nc(N3CCN(S(=O)(=O)N(C)C)CC3)nc3ccccc23)cc1
(8) Cc1[nH]nc(SCC(=O)Nc2ccc(C#N)cc2)c1[N+](=O)[O-]
(9) CC[C@H](C)[C@H](NC(N)=O)C(=O)OCC(=O)NCc1ccc(Cl)cc1
(10) CCC(C)NCCCCOc1ccc(Br)cc1 (configuration not stated)
(11) CCn1c(SCC(=O)NCCc2ccccc2)nc2c([nH]c3ccccc32)c1=O
(12) CC(=O)Nc1ccc(NC(=O)CSc2nnc3ccc(-c4ccccn4)nn23)cc1

entry no.,7,8,9,10,11,12
HKDC1 inhibitor,-2,7,-12,10,-6,-6
Apaf-1 inh,20,4,0,-5,-7,6
Gli-Sufu antag,18,0,-10,12,12,-5
SENP8 block,2,-3,-1,-5,-5,-4
697 NFkB inh,-28,-5,11,17,-10,-1
UBC13 polyUb,10,-16,5,1,-4,-6
SENP7 block,11,6,10,2,-11,10
Jurkat NFkB inh,10,-4,7,-6,9,-8

(13) COc1ccccc1CNC(=S)NCCc1ccccc1
(14) COc1ccccc1OCC(=O)Nc1ccccc1C(=O)N1CCCC1
(15) O=C1CC(NCCc2ccccc2)C(=O)N1CCc1ccccc1 (configuration not stated)
(16) COc1ccc(-c2cc(C(=O)Nc3ccccc3O)c3ccccc3n2)cc1
(17) CS(=O)(=O)c1[nH]nc(-c2cccc(Cl)c2)c1C#N
(18) CCOP(=O)(CC(C(C)=O)C(O)c1ccccc1)OCC (configuration not stated)

entry no.,13,14,15,16,17,18
HKDC1 inhibitor,-9,3,-1,6,-2,-9
Apaf-1 inh,-8,-4,7,14,-16,15
Gli-Sufu antag,-5,3,-21,-4,2,-7
SENP8 block,3,-1,0,-7,34,3
697 NFkB inh,-6,17,6,13,14,8
UBC13 polyUb,0,4,3,3,1,7
SENP7 block,2,-3,-9,3,4,-11
Jurkat NFkB inh,6,1,11,3,-1,13

(19) CSc1cccc(CNC(=O)C2CCC(=O)N(CCc3ccccn3)C2)c1 (configuration not stated)
(20) CCOc1ccc(CNCc2ccc(C(=O)O)cc2)cc1OC
(21) CC1C(O)=C(c2nc3ccccc3[nH]2)C(=N)N1c1ccccc1 (configuration not stated)
(22) Cc1nc(C(=O)NNC(=O)c2cccc(Cl)c2)c(C(F)(F)F)o1
(23) CC1=C(C(=O)OCc2ccccc2)C(c2cccc(F)c2)NC(=O)N1 (configuration not stated)
(24) COc1ccc(S(=O)(=O)Cc2ccc(C(=O)N3CCN(c4ccc(Cl)cc4)CC3)o2)cc1

entry no.,19,20,21,22,23,24
HKDC1 inhibitor,-2,-10,-13,-5,-1,1
Apaf-1 inh,-10,3,-22,2,-2,25
Gli-Sufu antag,-5,-1,-24,-1,31,52
SENP8 block,3,2,-3,-8,-6,1
697 NFkB inh,9,22,-5,1,-4,-8
UBC13 polyUb,-1,0,-2,-12,12,9
SENP7 block,0,-3,0,-4,1,4
Jurkat NFkB inh,-3,10,-20,-2,3,16

(25) CCn1nc2cc(C(=O)NCc3cc(C(F)(F)F)cc(C(F)(F)F)c3)ccc2c1OC
(26) CCc1sc(C(=O)NC(C)C2CCCO2)cc1Br (configuration not stated)
(27) COc1cc(C(C)=O)ccc1Oc1ccc(S(=O)(=O)N2CCOCC2)cn1
(28) CC1CCCC(NC(=S)Nc2ccc(SC(F)F)cc2)C1C (configuration not stated)
(29) CCOC(=O)C1CCN(c2c(NCCCN3CCN(Cc4ccccc4)CC3)c(=O)c2=O)CC1
(30) Cc1ccc(N2C(=O)C(Cl)=C(N3CCN(C)CC3)C2=O)c(C)c1

entry no.,25,26,27,28,29,30
HKDC1 inhibitor,7,1,-4,4,-7,-3
Apaf-1 inh,4,11,-4,15,-12,4
Gli-Sufu antag,4,0,-8,-5,1,-1
SENP8 block,-2,-3,-4,-7,7,-8
697 NFkB inh,23,-2,5,8,18,20
UBC13 polyUb,11,0,-6,-5,-6,-6
SENP7 block,1,-4,5,17,-2,-1
Jurkat NFkB inh,25,2,17,-9,7,-6

(31) COc1ccc(OCc2cc(C(=O)N3CCCC(OC)C3)no2)c2ccccc12 (configuration not stated)
(32) O=C(Nc1nnc(S(=O)(=O)Nc2ccccc2)s1)C1CCCCC1
(33) COc1ccc(-c2csc(N(CCc3ccccc3)C(=O)COc3ccccc3)n2)cc1
(34) Cn1c(NC(=O)C[n+]2cc(-c3ccc(Cl)cc3)n3c2CCC3)cc(=O)n(C)c1=O
(35) O=C1CC(N2CCOCC2)C(=O)N1CCc1ccccc1 (configuration not stated)
(36) COCOc1ccc(C=O)cc1OCOC

entry no.,31,32,33,34,35,36
HKDC1 inhibitor,17,-3,1,1,-3,-6
Apaf-1 inh,11,10,-7,6,-19,13
Gli-Sufu antag,2,10,16,39,-4,0
SENP8 block,-1,-16,-6,-3,5,-12
697 NFkB inh,-52,3,-15,9,13,-8
UBC13 polyUb,-5,-22,-15,6,1,3
SENP7 block,0,-17,3,7,-4,-9
Jurkat NFkB inh,-40,-9,-15,-12,-7,17

(37) Cc1cccc(N2C(=O)C(Oc3ccc(Cl)cc3Cl)C2C(=O)O)c1C (configuration not stated)
(38) Cc1ccc(NC(=O)c2ccccc2-c2ccccc2C(=O)O)cc1
(39) CC1CN(C(=O)COC(=O)c2ccc(F)cc2Cl)CC(C)O1 (configuration not stated)
(40) c1ccc(-c2nc(NCCCn3ccnc3)c3oc4ccccc4c3n2)cc1
(41) CC(C)C[C@H](NC(=O)[C@@H](O)[C@H](N)Cc1ccccc1)C(=O)O
(42) COc1ccc(/C=C/C(=O)OCC(=O)NC2CC2)c(OC)c1

entry no.,37,38,39,40,41,42
HKDC1 inhibitor,1,-8,-3,-2,.,5
Apaf-1 inh,1,-5,-2,7,2,-2
Gli-Sufu antag,-4,-2,-16,2,.,-4
SENP8 block,-2,-1,-12,-13,-9,7
697 NFkB inh,17,-4,4,-6,3,-6
UBC13 polyUb,3,5,0,16,-12,4
SENP7 block,1,-3,-4,3,-6,0
Jurkat NFkB inh,8,-3,7,-11,8,8

(43) Cc1cccc(NS(=O)(=O)c2cc(C(=O)N3CCCC3)ccc2Cl)c1
(44) O=C(NCc1ccccn1)c1cc(S(=O)(=O)N2CCCCC2)ccc1Cl
(45) COc1ccc(C(=O)N2CCCC(C(=O)c3ccccc3OC)C2)cc1OC (configuration not stated)
(46) CCN1CCN(c2nc(Nc3cccc(OC)c3)nc(N)c2[N+](=O)[O-])CC1
(47) O=C(Nc1nccs1)c1nc[nH]c1C(=O)N1CCc2ccccc2C1
(48) Cc1cccc(C(=O)OC(C)C(=O)Nc2ccc(S(=O)(=O)Nc3ncccn3)cc2)c1C (configuration not stated)

entry no.,43,44,45,46,47,48
HKDC1 inhibitor,-5,-4,-5,-2,2,3
Apaf-1 inh,0,0,4,-3,-8,-3
Gli-Sufu antag,5,-3,-12,18,1,8
SENP8 block,-3,2,-2,1,6,6
697 NFkB inh,-24,2,-21,3,23,-25
UBC13 polyUb,4,-2,-4,4,2,-14
SENP7 block,-2,-6,13,4,-10,-1
Jurkat NFkB inh,13,-10,10,50,-1,-19

(49) CCOC(=O)c1sc(NC(=O)CSc2nnnn2-c2ccc(C)cc2)c(C(=O)OCC)c1C
(50) CCOC(=O)C1CCCN(Cc2cccc(Cl)c2)C1 (configuration not stated)
(51) CCOC(=O)CSC1=C(C#N)C(c2ccccc2OCC)C(C#N)C(=O)N1 (configuration not stated)
(52) C[C@]12C(=O)N(c3cccc(Cl)c3)C(=O)N1[C@@H]1c3ccccc3OC[C@@H]1[C@H]2c1ccccc1
(53) CC1(C)C([N+](=O)[O-])C(c2ccccc2O)NC(c2ccccc2O)C1[N+](=O)[O-] (configuration not stated)
(54) CC(=O)NCc1ccc(C(=O)CCl)s1

entry no.,49,50,51,52,53,54
HKDC1 inhibitor,-6,8,-16,8,-11,5
Apaf-1 inh,23,-4,-20,16,18,-1
Gli-Sufu antag,1,0,34,-6,-13,15
SENP8 block,-5,-2,-4,5,-15,1
697 NFkB inh,9,1,23,-9,17,15
UBC13 polyUb,-20,15,18,7,-2,-4
SENP7 block,-6,-5,3,6,-4,11
Jurkat NFkB inh,-10,15,8,1,7,6

(55) Cc1nc2ncccn2c1-c1csc(Nc2ccc(S(N)(=O)=O)cc2)n1
(56) Cn1cccc1CC(=O)N/N=C/c1ccc(Cl)cc1
(57) CCCS(=O)(=O)c1c(S(=O)(=O)CCC)c2ccc(C(N)=O)cn2c1C(=O)c1ccc(F)cc1
(58) Cc1cc(NC(=O)CCN2C(=O)C3C4C=CC(C4)C3C2=O)c2ccccc2n1 (configuration not stated)
(59) S=C(NCC1CC1)N/N=C/c1ccccc1Cl
(60) O=C(NC(Cc1ccccc1)C(=O)O)/C(=C\c1ccco1)NC(=O)c1ccc(Br)cc1 (configuration not stated)
(61) COCCC1CCCCN1C(=O)c1cccc(OC2CCN(S(C)(=O)=O)CC2)c1 (configuration not stated)
(62) Cc1cc(OCc2cn3cccnc3n2)ccc1Cl

entry no.,55,56,57,58,59,60,61,62
HKDC1 inhibitor,1,0,-3,-7,-3,5,-5,2
Apaf-1 inh,6,-1,17,4,-10,7,-17,-3
Gli-Sufu antag,4,-26,21,11,-3,0,-1,-21
SENP8 block,8,-4,0,-3,1,2,0,-8
697 NFkB inh,14,-2,15,-28,18,11,21,-50
UBC13 polyUb,1,2,0,10,7,-2,-4,6
SENP7 block,5,5,-2,-13,5,3,-7,2
Jurkat NFkB inh,1,-8,-17,-7,9,21,-3,-27

Structural class, the entries above with fluorine
(2) CCCn1c(N)c(C(=O)CSc2n[nH]c(-c3ccccc3F)n2)c(=O)n(C)c1=O
(5) O=C(NNC(=O)c1c(F)cccc1F)c1sccc1-n1cccc1
(22) Cc1nc(C(=O)NNC(=O)c2cccc(Cl)c2)c(C(F)(F)F)o1
(23) CC1=C(C(=O)OCc2ccccc2)C(c2cccc(F)c2)NC(=O)N1 (configuration not stated)
(25) CCn1nc2cc(C(=O)NCc3cc(C(F)(F)F)cc(C(F)(F)F)c3)ccc2c1OC
(28) CC1CCCC(NC(=S)Nc2ccc(SC(F)F)cc2)C1C (configuration not stated)
(39) CC1CN(C(=O)COC(=O)c2ccc(F)cc2Cl)CC(C)O1 (configuration not stated)
(57) CCCS(=O)(=O)c1c(S(=O)(=O)CCC)c2ccc(C(N)=O)cn2c1C(=O)c1ccc(F)cc1

entry no.,2,5,22,23,25,28,39,57
HKDC1 inhibitor,1,-3,-5,-1,7,4,-3,-3
Apaf-1 inh,-2,0,2,-2,4,15,-2,17
Gli-Sufu antag,-2,-3,-1,31,4,-5,-16,21
SENP8 block,4,3,-8,-6,-2,-7,-12,0
697 NFkB inh,-12,15,1,-4,23,8,4,15
UBC13 polyUb,5,0,-12,12,11,-5,0,0
SENP7 block,14,1,-4,1,1,17,-4,-2
Jurkat NFkB inh,5,9,-2,3,25,-9,7,-17

Bioassay records deposited in PubChem by Sanford-Burnham Center for Chemical Genomics.
